Screens: PubChem BioAssay, National Center for Advancing Translational Sciences (NCATS)
HepG2 tox – qHTS for Inhibitors of TGF-b: Cytotox Counterscreen. HepG2 CAGA-GFP viability, ATP luminescence, 18 h. AID 588856, 2011. Potency, µM (top dose mostly 46.1 µM), for the others: at the top dose activity change, negative = cytotoxicity, most hits filed as cytotoxic. 410,000 tested, 0.76% active; note: some results filed as inactive show a strong effect at the top dose
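CellTiter-Glo luminescence gave cytotoxicity after 18 hours at 37 degrees C. The cells were HepG2 CAGA-GFP in 1% FBS DMEM, stimulated with 500 pg/mL TGF-beta after compound addition. %Activity was normalised to no-cell wells (complete cell-killing) and DMSO (no toxicity), and curves were fitted and classified.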
Nrf2 block – Nrf2 qHTS screen for inhibitors; 360,000 tested, 2.1% active; AID 504444, 2011; Potency, µM (series often up to 46 µM), inactives show at the top dose activity change, negative = inhibition, hits mostly inhibitors; A549 ARE-Fluc reporter, luciferase luminescence, 18-24 h; note: % is set by controls: 0 for no effect and ±100 for the full control effect; nearly all actives have a fitted effect of over 60% in size
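In this cell-based qHTS, ARE-driven firefly luciferase in A549 cells reports Nrf2 activity; the luminescent signal after BugLite lysis is the measured value, with a prior CellTiter-Fluor read for cell health.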
ATXN viability – Viability Counterscreen for Primary qHTS for Inhibitors of ATXN expression; 400,000 tested, 0.49% active; S2 cells (HEK-293 line with an ATXN2-luciferase reporter) viability, CellTiter-Fluor protease fluorescence, 24 h; AID 651635, 2014; Potency, µM (series often up to 56.7 µM), usual class: cytotoxic; note: nearly all actives have a fitted effect of over 40% in size
A549 viability – Nrf2 qHTS screen for inhibitors: counterscreen for cytotoxicity. A549 ARE-Fluc cells, CellTiter-Fluor viability, 18-24 h. Potency, µM (series often up to 46 µM), inactives show top-dose activity change, negative = cytotoxicity, hits mostly inhibitors. 390,000 tested, 0.16% active. AID 504648, 2011; note: % is set by controls: 0 for no effect and ±100 for the full control effect
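A549 ARE-Fluc cells in 5% FBS OPTI-MEM, 5000 cells/well, rested 2 h then exposed to compounds in concentration-response for 18-24 h at 37 °C. Viability by CellTiter-Fluor fluorescence (Ex 405/Em 525) after 30 min; luciferase luminescence (BugLite, 15 min, RT) read afterwards.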
ATXN2 expr inh – Primary qHTS for Inhibitors of ATXN expression; Potency, µM (doses to about 57 µM), without a hit: at the top dose activity change, negative = inhibition, actives largely listed as inhibitors; 360,000 tested, 0.72% active; HEK-293 ATXN2-luciferase reporter, luminescence, 24 h; note: % is set by controls: 0 for no effect and ±100 for the full control effect; nearly all actives have a fitted effect of over 55% in size
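ATXN2-luciferase reporter cells (luciferase flanked by upstream and downstream ATXN2 gene portions) were treated 24 h at 37 °C with compounds at up to 57 uM. SteadyGlo luminescence gave expression; GF-AFC fluorescence gave viability.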
EPAC2 antag – qHTS for Antagonist of cAMP-regulated guanine nucleotide exchange factor 2 (EPAC2): primary screen | 360,000 tested, 0.18% active | Potency, µM (highest dose often 114 µM), inactives show top-dose activity, negative = inhibition, most hits filed as inhibitors | EPAC2 GEF exchange of Rap1B-BODIPY-GDP, fluorescence; note: % is set by controls: 0 for no effect and ±100 for the full control effect; nearly all actives have a fitted effect of over 45% in size; many of its hits are not listed in these tables
Target sequence (Q8WZA2 whole entry, looked up): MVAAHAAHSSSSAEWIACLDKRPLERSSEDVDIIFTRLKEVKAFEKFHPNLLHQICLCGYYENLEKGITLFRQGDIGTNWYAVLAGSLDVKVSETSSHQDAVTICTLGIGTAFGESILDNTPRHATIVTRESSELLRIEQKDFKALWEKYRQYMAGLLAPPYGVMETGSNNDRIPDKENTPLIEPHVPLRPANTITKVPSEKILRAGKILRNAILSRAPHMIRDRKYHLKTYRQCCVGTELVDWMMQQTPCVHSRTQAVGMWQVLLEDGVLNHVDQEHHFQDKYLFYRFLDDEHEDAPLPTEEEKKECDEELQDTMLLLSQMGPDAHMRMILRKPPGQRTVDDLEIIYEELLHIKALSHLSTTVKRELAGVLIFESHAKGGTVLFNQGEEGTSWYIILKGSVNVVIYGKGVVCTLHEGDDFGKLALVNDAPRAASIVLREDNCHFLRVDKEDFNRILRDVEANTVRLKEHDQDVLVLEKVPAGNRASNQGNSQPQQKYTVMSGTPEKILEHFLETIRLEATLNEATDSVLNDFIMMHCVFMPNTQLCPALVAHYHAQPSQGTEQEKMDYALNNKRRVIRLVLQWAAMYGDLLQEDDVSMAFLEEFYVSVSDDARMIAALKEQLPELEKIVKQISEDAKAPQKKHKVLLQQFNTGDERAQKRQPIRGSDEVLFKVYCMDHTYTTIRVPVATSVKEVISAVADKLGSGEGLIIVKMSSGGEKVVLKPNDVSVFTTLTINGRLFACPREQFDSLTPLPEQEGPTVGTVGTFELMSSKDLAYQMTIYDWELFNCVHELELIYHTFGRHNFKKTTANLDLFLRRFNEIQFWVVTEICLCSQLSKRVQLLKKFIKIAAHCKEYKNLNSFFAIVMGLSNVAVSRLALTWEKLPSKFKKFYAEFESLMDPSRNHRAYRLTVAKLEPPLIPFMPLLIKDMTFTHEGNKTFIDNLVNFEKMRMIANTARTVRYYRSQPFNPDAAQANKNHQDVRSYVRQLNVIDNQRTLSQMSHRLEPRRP
MCF10A rerep – A quantitative high throughput screen for small molecules that induce DNA re-replication in MCF 10a normal breast cells | AID 624296, 2012 | MCF 10A DNA re-replication, Hoechst nuclear intensity, 48 h | 350,000 tested, 2.9% active | Potency, µM (top dose mostly 46.1 µM), inactives show top-dose activity, positive = re-replication, usual class: activators; note: % of control where 0% means no effect; nearly all actives have a fitted effect of over 50% in size
Nrf2 activator – qHTS of Nrf2 Activators; AREc32 ARE-luciferase reporter (MCF7-derived line), luminescence, 24 h; Potency, µM (series often up to 46.1 µM), for inactives: at the highest dose activation, most hits filed as activators; 410,000 tested, 0.31% active; AID 624171, 2012; note: % of control where 0% means no effect; nearly all actives have a fitted effect of over 65% in size
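For detection, Steady-Glo was added and plates sat 30 min at RT; before that, AREc32_Fluc cells grown overnight in OPTI-MEM/5% FBS had been treated with 23 nL compound for 24 hr at 37 deg C.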
TGFb SMAD3 inh – qHTS for Inhibitors of TGF-b; Potency, µM (highest dose often 46.1 µM), for the others: at the top dose activity, negative = inhibition, actives largely listed as inhibitors; AID 588855, 2011; 410,000 tested, 1.2% active; HepG2 CAGA-GFP TGF-b/SMAD3 reporter, GFP fluorescence, 18 h; TGF-beta stimulated, 500 pg/mL final; note: % is set by controls: 0 for no effect and ±100 for the full control effect; nearly all actives have a fitted effect of over 65% in size
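HEPG2 CAGA-GFP, 1000 cells/well; 2 h settle, 37 C; cpd via pin tool; TGF-b 500 pg/mL final; 18 h, 37 C; GFP imaging ex488/em500-530; %Activity normalised to -TGF-b and +DMSO controls; CRC fit, curve class.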
* marks the source's active call; other numbers are inactive results; i = inactive; u = inconclusive; x = not tested or not shown; [ ] = dose if it differs, or a comment. Calls come from the whole dose curve; as a rule, active = well fitted curve in the direction sought with a large enough effect; inconclusive = small, poorly fitted or top-dose-only effect, or another doubt; inactive = no such curve, though single readings can be large; an effect the other way counts as inactive or inconclusive. Potency is the fitted concentration of half-maximal effect. These rows are one share of the data; the hit share may differ from the screen's.

Preview (2 entries):
SMILES | HepG2 tox | Nrf2 block | ATXN viability | A549 viability | ATXN2 expr inh | EPAC2 antag | MCF10A rerep | Nrf2 activator | TGFb SMAD3 inh
S=C(NNC(=S)Nc1ccccc1)Nc1ccccc1 | -3.0% | u | i | 0.6% | 34.4% | 1.8% | 4.1% | 2.2% | -9.2%
O=C(O)COc1ccccc1/C=N/Nc1ccc(S(=O)(=O)Nc2ccc(Cl)cc2)cc1[N+](=O)[O-] | -1.7% | 3.1% | x | -6.3% | 3.8% | 0.6% | 0.3% | -0.9% | 3.3%

The whole of this part (from the top)
SMILES | HepG2 tox | Nrf2 block | ATXN viability | A549 viability | ATXN2 expr inh | EPAC2 antag | MCF10A rerep | Nrf2 activator | TGFb SMAD3 inh
S=C(NNC(=S)Nc1ccccc1)Nc1ccccc1 | -3.0% | u | i | 0.6% | 34.4% | 1.8% | 4.1% | 2.2% | -9.2%
O=C(O)COc1ccccc1/C=N/Nc1ccc(S(=O)(=O)Nc2ccc(Cl)cc2)cc1[N+](=O)[O-] | -1.7% | 3.1% | x | -6.3% | 3.8% | 0.6% | 0.3% | -0.9% | 3.3%
COc1cc(C(=O)OCC(=O)N2CCOCC2)c([N+](=O)[O-])cc1OC | 5.8% | 8.1% | i | -0.9% | 9.8% | 0.7% | -2.8% | -0.1% | 0.1%
CCN1C(=O)CC(N2CCN(c3ccc(Cl)cc3)CC2)C1=O (configuration not stated) | 38.2% | x | i | -4.4% | -3.2% | -1.1% | 1.0% | 0.1% | 53.8%[activator]
COc1ccc(N2CCN(S(=O)(=O)c3ccc4c(c3)CCCN4C(C)=O)CC2)cc1 | -0.3% | x | i | -0.8% | 3.5% | x | x | -0.9% | 1.9%
COc1ccc(NC(=O)CN(C)C(=O)CCCNC(=O)c2ccc(Cl)cc2)cc1 | 2.3% | 27.6% | i | -5.1% | 26.5% | -1.3% | -0.1% | 0.4% | -3.0%
COc1ccc(Nc2nnc(-c3ccc(C(N)=O)cc3)c3ccccc23)cc1 | 0.9% | u | i | -3.0% | -2.5% | 8.7% | 4.3% | 2.5% | u
COc1cc(C2C(C#N)=C(N)OC3=C2C(=O)CC(C)(C)C3)ccc1OCCN1CCOCC1 (configuration not stated) | 14.1% | 29.4% | i | 0.2% | 20.2% | 9.7% | -0.2% | 2.2% | 15.3%
COc1ccc(NC(=O)Cn2c(=O)n(-c3cccc(C)c3)c(=O)c3c2c2cc(C)ccc2n3C)cc1OC | 5.5% | -12.8%[9.27 µM] | u | -0.5% | 1.5% | x | x | -1.0% | 20.8%
O=C1CC(Sc2nnnn2-c2ccccc2)C(=O)N1c1cccc(Cl)c1 (configuration not stated) | -96.7% | -18.2% | u | -2.4% | u | -3.6% | u | -3.1% | u
Cc1cccc(CN2C(=O)c3ccccc3S(=O)(=O)c3ccc(C(=O)NC4CCCCC4)cc32)c1 | 3.6% | 8.2% | i | 1.4% | 4.1% | x | x | 0.0% | 1.0%
O=C(COC(=O)c1cc(-c2ccccc2)nc2c(Cl)cccc12)c1ccc(F)cc1 | 2.7% | 12.5% | i | 5.7% | -0.8% | x | x | -0.7% | -4.0%
CC(=O)N(C)c1ccc(NC(=S)Nc2ccccc2)cc1 | -2.0% | 11.2% | i | -4.9% | 15.5% | -2.2% | -7.5% | 2.0% | -4.3%
Cc1[nH]c2ccccc2c1/C=N/Nc1nncn1N | -109.0% | u | i | -3.4% | -1.4% | 1.6% | 2.1% | -2.0% | u
COCCCN1CC(=O)N2C(c3ccc(OC)c(OC)c3)c3[nH]c4ccccc4c3C[C@H]2C1=O (some centres not stated) | 3.3% | -3.3% | i | -0.1% | 7.7% | -6.2% | -2.6% | 4.0% | 38.2%[activator]
O=C(NCc1ccccc1)C1COc2ccccc2O1 (configuration not stated) | -0.6% | 28.0% | i | -2.2% | 33.4% | 2.9% | 2.3% | 0.5% | -1.7%
Cc1ccc(F)c(Oc2cc(NN3CCCCC3)c([N+](=O)[O-])cc2[N+](=O)[O-])c1 | -14.8% | u | i | -15.6% | 0.1% | -6.6% | 26.6% | -0.3% | -14.4%
CC(OC(=O)c1cc2sccc2n1C)C(=O)NCc1ccc(F)cc1 (configuration not stated) | -21.8% | -20.5% | i | 2.2% | -4.4% | 3.3% | 10.6% | -0.7% | -4.8%
CCOCC(=O)Nc1nnc(Cc2ccc(OC)cc2)s1 | -31.0% | 8.0% | i | 8.5% | 16.9% | 22.6% | 2.6% | 0.1% | -0.1%
O=C1CCCC2=C1C(c1ccsc1)CC(=O)N2c1ccccc1F (configuration not stated) | -4.6% | -25.0% | i | -3.2% | -7.1% | 4.4% | 2.7% | -0.5% | -4.5%
COc1ccc2nc(Nc3nc(CSc4nnnn4-c4ccccc4)cc(=O)[nH]3)nc(C)c2c1 | -20.0% | -1.8% | i | -12.8% | u | -7.6% | -1.0% | 0.5% | -29.9%
Cc1cc2c(cc1C)/C(=C\C(N)=O)NC(C)(C)C2 | -3.1% | -2.4% | i | 3.1% | 0.7% | -1.9% | -0.7% | 1.6% | -4.5%
CCCCN(C)CCNC(=O)c1cc2c(=O)n(C)c3ccccc3c2n1C | -29.3% | 6.8% | x | -12.6% | x | x | x | u | u
CCCCOc1ccc(N=Cc2cccs2)cc1 | 6.5% | 17.4% | i | 0.5% | 10.4% | 12.6% | 10.8% | 3.4% | 10.7%
CN(C(=O)c1coc(=O)c2ccccc12)c1ccccc1Cl | -15.9% | -15.2% | i | -11.5% | 8.8% | -4.1% | -22.5% | -0.4% | 10.8%

Next records:
SMILES | HepG2 tox | Nrf2 block | ATXN viability | A549 viability | ATXN2 expr inh | EPAC2 antag | MCF10A rerep | Nrf2 activator | TGFb SMAD3 inh
Cc1nc(NC(=S)NC(=O)c2ccco2)sc1C(=O)N(C)C | 6.7% | 29.1% | i | -2.9% | 43.8%[activator] | 8.7% | -13.2% | 6.4% | -27.2%
Cc1csc2sc(-c3ccnc(SCC(=O)NCc4ccccc4)n3)c(C)c12 | -5.0% | -3.1% | i | u | -1.2% | -7.6% | u | 0.5% | u
COc1ccc(NC(=O)CSc2nc(N)c3cc4c(nc3n2)CCCC4)c(OC)c1 | -0.6% | 2.7% | i | -7.8% | 26.2% | 8.1% | 7.1% | 6.2% | u
O=S(=O)(NCC1CCCO1)c1cc(Cl)ccc1Cl (configuration not stated) | -3.1% | -3.0% | i | 2.5% | -0.4% | 0.3% | 25.0% | 2.3% | -0.3%
FC(F)(F)COc1nc(N2CCOCC2)nc(N(c2ccccc2)c2ccccc2)n1 | -20.2% | u | i | u | -13.0% | -24.4% | u | 5.4% | u
O=C(Nc1ccccc1)c1cc(S(=O)(=O)NCc2ccncc2)ccc1Cl | -5.8% | 18.4µM* | u | -4.2% | -13.9% | 13.0% | u | -0.1% | -11.9%
Cc1ccc(Oc2ccc(Cl)cc2NC(=O)c2cnccn2)cc1 | 2.5% | 14.4% | i | 1.0% | 5.0% | 8.0%[57.1 µM] | -4.2% | 0.1% | 5.9%
COc1cccc(C(=O)c2c[nH]c(C(=O)NCc3ccco3)c2)c1 | 1.0% | x | i | -3.4% | -7.7% | 8.1% | 2.1% | 5.8% | -0.8%
CCN(CC)C(=O)CN(c1cccc(C(F)(F)F)c1)S(C)(=O)=O | -3.4% | -16.2% | i | -0.4% | 1.2% | -6.7%[57.1 µM] | -0.1% | 0.1% | u
O=C(C1CCCCC1)N(Cc1cccnc1)c1nc2ccc(F)cc2s1 | -31.6% | x | x | -7.6% | x | x | x | 2.7% | u
Cc1cc2oc(C(=O)Nc3c(C(=O)Nc4ccccc4)oc4ccccc34)cc(=O)c2cc1C | -3.3% | 22.8% | i | 6.1% | 10.2% | x | x | 0.2% | 3.3%
O=C(CCC(=O)Nc1nnc(C2CCCCC2)s1)NCc1ccc(F)cc1 | -24.2% | 1.2% | i | -7.7% | 7.9% | -0.3% | -1.0% | 0.0% | -11.2%
Cc1ccccc1N1CCN(Cc2cccc(C(=O)O)c2)CC1 | -0.9% | -3.7% | i | -2.9% | 1.4% | 10.9% | 3.4% | -0.7% | -0.6%
CC(=O)c1ccc(NC(=O)c2cc3sccc3n2Cc2ccc(Cl)cc2)cc1 | -58.2% | -18.9% | u | u | -27.7% | x | x | -1.1% | u
CC1(N(O)/C=C2\C=CC=CC2=O)CCCCC1=O (configuration not stated) | -19.5% | -16.0% | i | 0.4% | -15.1% | 0.1% | 4.0% | 0.0% | -3.8%
CCc1nnc(NC(=O)CSc2nnc(C)n2CC2CCCO2)s1 (configuration not stated) | 11.2% | -2.9% | i | 0.0% | 121.2%[activator] | -0.2% | 2.7% | 0.1% | 5.9%
Cc1cc(=O)oc2c(C)c(OCC(=O)NCCCn3ccnc3)ccc12 | 10.5% | -1.9% | i | 2.7% | 6.5% | 0.0% | 19.5% | 3.4% | 0.9%
COc1ccccc1CCN1CCCC(CN(C)C(=O)c2ccc3nc[nH]c3c2)C1 (configuration not stated) | 3.3% | -1.5% | i | -4.6% | -9.8% | -2.5% | -0.5% | -0.5% | 4.7%
CCCN(CCC)S(=O)(=O)c1ccc(C(=O)NCc2ccc3c(c2)OCO3)cc1 | -1.9% | u | u | -3.2% | -1.5% | -18.1% | 16.9% | -0.6% | 0.6%
CCCCN(CC)C(=O)C1CCC(=O)N(c2ccc(OC)cc2)C1c1ccc(OC)c(OC)c1 (configuration not stated) | -0.8% | 0.2% | u | 2.8% | 15.0% | 13.9% | 0.9% | -0.6% | -14.9%

One compound at a time, from the list above. Order of values: HepG2 tox, Nrf2 block, ATXN viability, A549 viability, ATXN2 expr inh, EPAC2 antag, MCF10A rerep, Nrf2 activator, TGFb SMAD3 inh
Record of `Cc1cc2c(cc1C)/C(=C\C(N)=O)NC(C)(C)C2` → -3.1%, -2.4%, i, 3.1%, 0.7%, -1.9%, -0.7%, 1.6%, -4.5%
Record of `O=C(C1CCCCC1)N(Cc1cccnc1)c1nc2ccc(F)cc2s1` → -31.6%, x, x, -7.6%, x, x, x, 2.7%, u
